p53ts 32C tox = p53ts cell cytotoxicity, permissive temperature | H1299-p53A138V at 32C, ATP luminescence viability, 24 h | Potency, µM (doses to about 46.1 µM), for the others: at the top dose activity change, negative = cytotoxicity, actives largely listed as cytotoxic | 130,000 tested, 0.93% active | AID 924;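 note: 0% = DMSO and -100% = full killing by reference compound; nearly all actives have a fitted effect of over 55% in size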
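Viability by ATPlite luminescence after 24 h compound treatment (up to 46 uM) at the permissive 32C. Cells are H1299 carrying p53 A138V. Scale runs from DMSO basal to 100 uM tamoxifen as full kill; AC50 from Hill fits.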
Peg3 imprint = induces erasure of genomic imprints in mouse ES cells; mouse ES Peg3-LacZ reporter, beta-gal luminescence, 40 h; Potency, µM (doses to about 60.7 µM), for inactives: at the highest dose activity change, positive = activation, most hits filed as activators; 110,000 tested, 0.02% active; AID 1948;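 note: 0% = negative control wells on the plate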
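Each well holds 300 Peg3LacZ-Neo (maternal) female ES cells incubated 40 h at 37C, 5% CO2. LacZ is measured by BetaGlo luminescence, with AC50 and maximum efficacy derived from dose-response curves.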
p53ts 39C tox = cytotoxicity in p53ts cells at nonpermissive temperature. H1299-p53A138V viability at 39C, ATP luminescence, 24 h. Potency, µM (top dose mostly 46.1 µM), for the others: at the highest dose activity change, negative = cell killing, actives largely listed as cytotoxic. 130,000 tested, 1.5% active. AID 902; note: nearly all actives have a fitted effect of over 55% in size
IkB sig inh = inhibitors of IkB signaling in ABC-DLBCL cells; Potency, µM (titrated, usually from 57.1 µM), inactives show at the highest dose IkBa stabilization activation; AID 445; ABC-DLBCL IkBa-CBG/CBR dual luciferase ratio, 4 h; response scale: scaled: untreated 0%, proteasome inhibitor 100%; 110,000 tested, 0.04% active; active = well fitted curve in the direction sought with a large enough effect in the signal ratio, not every such curve was filed as active; inconclusive = small, poorly fitted or top-dose-only effect, or a change in a side signal; the % refers to the signal ratio;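 note: the direction sought is a rising ratio; 0% = basal untreated cells and 100% = reference inhibitor full response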
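Curves were fitted separately to fusion (green), unfused (red) and ratio luminescence, then classed by r2, magnitude and activity. Cells: OCI-Ly3, 4 h compound plus doxycycline at 37C; 10 uM MG-132 defined full response.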
An asterisk follows results filed as active; ? = inconclusive; . = no result given; [ ] = remark or other dose. Unless noted, calls come from the whole dose curve; as a rule, active = well fitted curve in the direction sought with a large enough effect; inconclusive = small, poorly fitted or top-dose-only effect, or another doubt; inactive = no such curve, though single readings can be large; an effect the other way counts as inactive or inconclusive. Unless noted, % is set by controls: 0 for no effect and ±100 for the full control effect; potency is the fitted concentration of half-maximal effect.

SMILES | p53ts 32C tox | Peg3 imprint | p53ts 39C tox | IkB sig inh
COc1ccc(C(=O)NC2CCCCC2)cc1S(=O)(=O)N1CCCC1 | -1.1% | -9.0% | -15.2% | 0.9%
O=C(Nc1cccc2ccccc12)N1CCN(c2ccccc2)CC1 | 0.8% | -20.8% | -5.1% | 6.1%
O=C(Cn1cc(C(F)(F)F)ccc1=O)N1CCN(S(=O)(=O)c2ccccc2)CC1 | -0.4% | -7.9% | 5.3% | 1.1%
CCOC(=O)N1CCN(S(=O)(=O)c2ccc(OC)c(Cl)c2Cl)CC1 | -4.4% | -6.1% | -1.3% | 1.7%
C=CCNc1nc(-c2ccccc2)nc(-n2ccnc2)n1 | 10.1% | -11.9% | -3.3% | 0.1%
COc1ccc(CC(=O)Nc2nnc3n2CCS3)cc1OC | 4.3% | 27.5%[10.9 µM] | -10.2% | ?
CC(=O)NC(CCS(C)(=O)=O)C(=O)Nc1cccc(Cl)c1Cl (stereo unspecified) | -8.3% | 3.3% | -0.2% | -1.8%
Fc1ccccc1N1CCN(C2CCN(Cc3c[nH]c4ccccc34)CC2)CC1 | 1.0% | -8.2% | -9.2% | 1.6%
COc1ccc(CCNC(=O)CCCn2c(=O)c3ccccc3n(CC(=O)Nc3c(C)cc(C)cc3C)c2=O)cc1OC | -13.0% | -6.6%[10.9 µM] | ? | 1.8%
COc1ccc(-c2nc(C(N)=O)c3[nH]c(=O)n(-c4cccc(C)c4)c3n2)c(OC)c1 | 4.0% | -7.4% | 10.9% | -4.1%
COCCNC(=O)C(c1ccncc1)N(C(=O)Cn1nnc2ccccc21)c1ccc(OC)cc1 (stereo unspecified) | -2.7% | -10.9% | 16.6% | 1.5%
CCCCCn1c(CNC(=O)c2ccc(F)cc2)nc2ccccc21 | -11.2% | 13.1%[10.9 µM] | -15.0% | ?
O=C(C1=C(O)C(=O)N(CCN2CCOCC2)C1c1cccs1)c1cc2ccccc2o1 (stereo unspecified) | -0.6% | -16.1% | 3.8% | 0.8%
CCCc1cc(=O)n2[nH]c(NC(=O)c3ccccc3Cl)nc2n1 | -1.9% | -11.7%[10.9 µM] | -18.8% | 0.9%
Cn1c(=O)c2c(SCC(=O)NCc3ccco3)nc(-c3cccc(F)c3)nc2n(C)c1=O | 1.6% | -6.3%[10.9 µM] | -3.4% | -0.9%
O=c1oc(-c2cccs2)nc2sc3c(c12)CCCCC3 | 12.6µM* | 4.8% | 10µM* | ?
O=C(Cn1c(=O)c2cccn2c2ccc(F)cc21)N1CCN(c2ccc(F)cc2)CC1 | 6.2% | -18.9%[10.9 µM] | ? | 0.2%
O=C(Cn1cc2c(n1)CCCC2)N1CCOCC1 | -6.9% | 7.1% | 1.6% | -2.1%
O=C(CN1C(=O)COc2ccc(S(=O)(=O)N3CCOCC3)cc21)N1CCN(c2ccc(Cl)cc2)CC1 | 0.6% | 11.2%[10.9 µM] | 4.9% | ?
Cc1ccc(-n2cnc3cc(C(=O)NCCC4=CCCCC4)ccc32)c(C)c1 | 48.7%[activator] | -16.9%[10.9 µM] | 3.7% | ?
CCC(Sc1nc2ccccc2c2nc(CCc3c(C)n[nH]c3C)nn12)C(=O)Nc1ccc(OC)cc1 (stereo unspecified) | ? | 24.3%[10.9 µM] | ? | 1.3%
CC(C)c1ccc(NC(=O)CSc2nc(=O)n(Cc3cccnc3)c3c2CCC3)cc1 | 2.7% | -11.8%[10.9 µM] | 0.0% | -0.9%
O=C1c2ccccc2C(=O)N1CCCCSc1nnc2ccccn12 | -4.1% | -9.0% | -6.2% | -0.2%
O=S(=O)(Nc1ncnc2c1oc1ccccc12)c1ccc(Cl)s1 | -2.4% | -10.0% | -29.6% | -0.8%
O=c1c2c3c(sc2nnn1CCCCOc1ccc(Cl)cc1)CCCC3 | -5.5% | ? | -12.0% | ?
CC1CCCN(S(=O)(=O)c2cccc(-c3cn4cccnc4n3)c2)C1 (stereo unspecified) | 2.9% | -1.5% | 32.7%[activator] | -1.2%
OCCN1CN=C(Nc2nc3ccccc3s2)NC1 | -6.8% | -17.5% | -7.8% | 0.2%
COc1ccc(-n2nc3ccc(NC(=O)c4ccc(C#N)cc4F)cc3n2)cc1Cl | 9.0% | -7.1%[10.9 µM] | 14.4% | -0.3%
COc1ccc(Br)c(C(=O)Nc2cc3c(cc2N2CCCC2)n(C)c(=O)c(=O)n3C)c1 | -4.1% | -11.7%[10.9 µM] | -8.1% | -1.7%
CON(C)c1nc(OCCNC(=O)COc2ccc(Cl)cc2C)nc(N(C)C)n1 | -7.4% | -13.9% | -1.2% | -0.3%

One compound at a time (already shown). Order of screens: p53ts 32C tox | Peg3 imprint | p53ts 39C tox | IkB sig inh
O=C1c2ccccc2C(=O)N1CCCCSc1nnc2ccccn12 reads -4.1% | -9.0% | -6.2% | -0.2%
COc1ccc(-n2nc3ccc(NC(=O)c4ccc(C#N)cc4F)cc3n2)cc1Cl reads 9.0% | -7.1%[10.9 µM] | 14.4% | -0.3%
OCCN1CN=C(Nc2nc3ccccc3s2)NC1 reads -6.8% | -17.5% | -7.8% | 0.2%

Further records:
SMILES | p53ts 32C tox | Peg3 imprint | p53ts 39C tox | IkB sig inh
Cc1ccc(-c2noc(C3CCCN(C(=O)c4c(F)cccc4F)C3)n2)cc1 (stereo unspecified) | 30.2%[activator] | -15.6% | 19.1% | ?
Cc1cc(NC(=O)C2CCCCC2)nc2c1c(=O)oc1ccccc12 | 3.6% | 6.5% | 5.2% | ?
NC(=O)c1cc(S(=O)(=O)NCc2cccc(Br)c2)cs1 | 1.8% | -9.1%[10.9 µM] | -3.1% | -1.8%
COc1ccc(NC(=O)CSc2nnc(-c3cccs3)n2C)cc1OC | 1.0% | 14.5% | -10.1% | -1.3%
Cc1c(CNCc2ccc(Cl)cc2)c(C(=O)O)c(C)n1Cc1ccc(F)cc1 | -4.7% | 13.8%[10.9 µM] | -7.9% | ?
COc1ccc(C)cc1NC(=O)c1cc2c(s1)-c1ccccc1SC2 | -10.6% | 12.6%[10.9 µM] | ? | ?
Cc1cc(C)cc(OCCn2c(C3CC(=O)N(c4ccccc4Cl)C3)nc3ccccc32)c1 (stereo unspecified) | -18.1% | -3.8%[10.9 µM] | -24.4% | ?
COc1ccccc1CNCc1ccc(C(=O)O)s1 | 7.9% | 24.7%[10.9 µM] | -11.9% | -0.3%
CC(=O)c1c(C)oc2c(Cl)cc(NS(=O)(=O)c3ccc(Cl)cc3)cc12 | -1.2% | -6.4%[10.9 µM] | 23.8% | -1.3%
O=C(CN1CCN(CC(=O)Nc2ccccn2)CC1)Nc1ccccn1 | 3.6% | -6.0% | 8.6% | 0.4%
O=C(NCc1cccnc1)C(=O)NCC(c1cccnc1)N1CCN(c2ccccc2)CC1 (stereo unspecified) | -5.7% | 11.5%[10.9 µM] | -21.2% | 1.5%
Cc1ccc(C)c(N(CC(=O)NCc2ccc3c(c2)OCO3)C(=O)CCC(=O)Nc2ccccn2)c1 | 0.8% | -6.3% | -8.5% | 5.6%
C[C@@H]1CC[C@H]2C(=O)N3[C@@H](CC[C@@H](C)[C@@H]3c3ccc(Br)cc3)C(=O)N2[C@@H]1c1ccc(Br)cc1 | 2.7%[9.22 µM] | . | -12.0%[9.22 µM] | .
CCCNC(=O)C(C)n1nc(C)c2c(C)n(-c3ccccc3)nc2c1=O (stereo unspecified) | 2.4% | -4.9%[10.9 µM] | 19.6% | 1.0%
CCCCN1CC(c2nc3ccccc3n2CCCCOc2cc(C)ccc2C)CC1=O (stereo unspecified) | -10.4% | -18.7%[10.9 µM] | -0.6% | 0.7%
O=C(NCCc1ccc(F)cc1)c1cccs1 | -2.8% | . | -3.4% | .
Nc1nc(-c2ccco2)c(-c2ccco2)s1 | -1.4% | -10.3% | -7.2% | 14.1%
COc1ccc(CC(=O)N2CCOCC2)cc1 | -2.0% | . | 4.8% | .
COc1cc(OC)c(NC(=O)c2nc(-c3ccncc3)no2)cc1Cl | 0.9% | 1.8%[10.9 µM] | -26.9% | -1.2%
COC(=O)c1ccc2nc(C(F)(F)F)[nH]c2c1 | -11.6% | -77.4%[inhibitor] | -4.2% | 0.1%
CCC(Cc1ccccc1)NC(=O)Cn1ncc2c3ccccc3n(Cc3ccccc3)c2c1=O (stereo unspecified) | -20.0% | -10.8%[10.9 µM] | ? | ?
Cc1cccn2c(=O)c3cc(C#N)c(=O)n(CCCN4CCOCC4)c3nc12 | -5.4% | -7.6% | 7.7% | -0.9%
CC(C)(C)c1ccc(-c2nc(-c3ccncc3)no2)cc1 | ? | . | -29.5% | .
CCCc1nc2ccccc2n2cc3c(=O)n(C)c(=O)n(C)c3c12 | 2.3% | 5.4% | 3.1% | 2.1%
CN(Cc1ccccc1)C(=O)c1ccc2c(c1)N(Cc1ccc(Cl)cc1)C(=O)c1ccccc1S2=O (stereo unspecified) | 19.5% | -11.7%[10.9 µM] | -18.5% | ?
CCN(CC)S(=O)(=O)c1ccc(NS(=O)(=O)c2cccc(C)c2)cc1 | 0.9% | 3.4% | 1.3% | -0.3%
CCCC1(C(=O)OC)C=C2C(=C(C)C(=O)C2C)CN1 (stereo unspecified) | -3.1% | -10.9% | 1.5% | .
CCc1cccc(-n2nnc(-c3nc(-c4cccs4)no3)c2N)c1 | -2.0% | -16.3%[10.9 µM] | 0.4% | -1.2%
CCOC(=O)C1CCN(C(=O)c2nn(-c3ccc(C)cc3)c(=O)n(C)c2=O)CC1 | 0.4% | -4.1%[10.9 µM] | -14.2% | -0.6%
COC(=O)C1=C(C)OC(N)=C(C#N)C1c1cc(OC)c(OCC(N)=O)cc1Cl (stereo unspecified) | -3.7% | 0.0% | 2.9% | -0.5%
Cc1ccc2cccc(NC(=O)C(C)(C)Oc3ccc(Br)cc3)c2n1 | -5.4% | -18.6%[10.9 µM] | 15.9% | -5.9%
CC(=O)Nc1cc(-c2nc3ccccc3s2)ccc1C | ? | -7.3%[10.9 µM] | ? | 0.9%
CCSCC1COC(c2cccn2Cc2ccc(C)cc2)=N1 (stereo unspecified) | 1.9% | -20.9% | -9.9% | 0.5%
CCN(CC)c1ccc(NC(=O)CCCCCN2C(=O)c3ccccc3C2=O)cc1 | -7.4% | -8.6% | -7.0% | ?
CCOC(=O)c1c(NC(=O)c2cc3nc(-c4ccccc4)cc(C(F)(F)F)n3n2)sc2c1CCC(C)C2 (stereo unspecified) | 11.1% | -4.2%[10.9 µM] | -5.5% | 0.9%
Cn1c(SCC(=O)N2CCCc3ccccc32)nnc1-c1c[nH]c2ccccc12 | -0.9% | 2.9% | 5.7% | 1.1%
Cc1cc(NC(=O)C2CCCN(S(=O)(=O)c3cccc4nonc34)C2)ccc1Br (stereo unspecified) | 11.8% | -12.7%[10.9 µM] | -18.8% | ?
CCOC(=O)CC(=O)Nc1nc2ccccc2s1 | -2.2% | -31.6%[inhibitor] | 6.7% | ?
COc1ccc(F)cc1S(=O)(=O)NCCc1c(C)[nH]c2c(Cl)cccc12 | -3.4% | -9.7%[10.9 µM] | -19.5% | -0.8%
O=C(CSc1nc2ncc(Br)cc2[nH]1)Nc1ccc2c(c1)OCO2 | -17.9% | 1.3% | ? | ?
Cc1oc(-c2ccccc2F)nc1CSCC(=O)NCCc1ccccc1 | -6.4% | -10.8%[10.9 µM] | -20.4% | -1.0%
COc1ccc(S(=O)(=O)c2cn(CC(=O)Nc3cc(C)ccc3C)c3ccccc3c2=O)cc1 | 0.0% | -11.5%[10.9 µM] | -7.2% | 0.0%
COc1cccc(Cc2nc3ccccc3nc2SCC(=O)Nc2cc(OC)ccc2OC)c1 | -11.0% | -9.2%[10.9 µM] | 10.9% | ?
CC(C)C(NC(=O)c1ccco1)C(=O)NCC(c1ccco1)N1CCCCC1 (stereo unspecified) | 2.2% | -7.4% | 1.5% | 2.3%
Cc1ccc(Cl)cc1N1CCN(S(=O)(=O)c2ccc(-c3cnc(C4CC4)o3)cc2)CC1 | 10.7% | -3.5%[10.9 µM] | -3.6% | -1.5%
O=C(O)CC/C=C\C[C@@H]1CO[C@H](c2ccccc2Cl)O[C@@H]1c1ccccc1O | 6.1% | -7.4% | -4.8% | -0.5%
CCOCCCNC(=O)C(c1ccc(OC)cc1)N(Cc1ccc2c(c1)OCO2)C(=O)c1ccc(NC(C)=O)cc1 (stereo unspecified) | -5.6% | -2.1%[10.9 µM] | 10.3% | -1.7%

Screens deposited in PubChem by National Center for Advancing Translational Sciences (NCATS).
